Bioassay records from PubChem.
STK33 inh – inhibitors of human STK33 kinase; inhibition, % at 10 µM; 0.073% of 320,000 active; purified STK33, MBP phosphorylation, ADP-Glo luminescence;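 active = inhibition at or above 25%, using the most active replicate where run in duplicate; inactive = inhibition below 25%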
Target sequence (Q9BYT3 whole entry, looked up): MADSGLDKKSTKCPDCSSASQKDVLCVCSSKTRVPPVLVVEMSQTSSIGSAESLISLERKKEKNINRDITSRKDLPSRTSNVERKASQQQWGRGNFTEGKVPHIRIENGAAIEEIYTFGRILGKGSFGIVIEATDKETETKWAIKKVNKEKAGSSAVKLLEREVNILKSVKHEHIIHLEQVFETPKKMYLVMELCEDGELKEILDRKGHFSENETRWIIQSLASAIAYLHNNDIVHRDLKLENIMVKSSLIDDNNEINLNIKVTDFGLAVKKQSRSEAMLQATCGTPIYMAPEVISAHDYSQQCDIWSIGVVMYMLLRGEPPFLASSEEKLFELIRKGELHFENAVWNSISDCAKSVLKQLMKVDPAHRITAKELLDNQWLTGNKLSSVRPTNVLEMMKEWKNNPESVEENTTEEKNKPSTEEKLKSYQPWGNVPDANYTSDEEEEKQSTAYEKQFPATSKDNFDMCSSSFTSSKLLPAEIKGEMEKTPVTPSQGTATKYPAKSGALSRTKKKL
OX1R FRET antag – blocks the human orexin 1 receptor. O43613. OX1R-expressing cells, FRET antagonist read-out. inhibition, % at 6.6 µM. 1.8% of 330,000 active. AID 485270; in the data active = inhibition mostly above about 38%, no sharp cut-off; inactive = mostly below about 40%;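 also: 0% = agonist challenge alone and 100% = reference antagonist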
Target sequence (O43613 whole entry, looked up): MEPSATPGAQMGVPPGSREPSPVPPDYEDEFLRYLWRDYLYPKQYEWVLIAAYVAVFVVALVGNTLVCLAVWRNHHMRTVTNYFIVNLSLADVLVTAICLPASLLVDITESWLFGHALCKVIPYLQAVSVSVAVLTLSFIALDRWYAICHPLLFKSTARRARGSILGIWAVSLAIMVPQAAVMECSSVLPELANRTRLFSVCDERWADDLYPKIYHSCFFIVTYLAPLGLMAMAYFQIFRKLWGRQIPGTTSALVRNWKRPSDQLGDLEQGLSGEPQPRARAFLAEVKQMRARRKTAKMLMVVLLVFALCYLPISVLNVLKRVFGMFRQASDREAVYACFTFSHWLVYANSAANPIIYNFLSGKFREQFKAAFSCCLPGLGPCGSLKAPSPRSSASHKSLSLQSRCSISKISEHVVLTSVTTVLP
KCNQ2 inh – KCNQ2 potassium channel inhibitors, primary screen, cell-based, CHO-K1, FluxOR thallium flux, B-score (AID 2156). 20 min; stronger effect = lower value. 1.1% of 310,000 active. O88943. B-score at 10 µM;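 active = fluorescence ratio B-score at most minus 3 library SDs, with starting brightness B-score within 2 library SDs, cut at about -5.5 in these data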
Active calls of the source: *; i = inactive; · = not tested or not shown. Random draw from the library; overall some 2.7% were active at least once.

STK33 inh	OX1R FRET antag	KCNQ2 inh	structure
-1.2	3	i	COc1ccc(N/C(C)=C/C(=S)Nc2ccccc2)cc1
-1.3	28	i	O=S(=O)(c1cccc(Cn2nnc(-c3ccc(F)cc3)n2)c1)N1CCOCC1
-1.7	20	i	Cn1c(=O)c2c(nc(CN3CCOCC3)n2CCc2ccccc2)n(C)c1=O
-0.6	14	i	CC(C)CC(OC(=O)c1nsc(Cl)c1Cl)C(=O)NC1CCCC1 (stereo not given)
-1.3	14	i	COc1ccc(CNc2ccc(-c3ccccc3OC)nn2)cc1
0.6	6	i	CC(NC(=O)CCCn1cc([N+](=O)[O-])cn1)c1ccccc1 (stereo not given)
1.9	5	i	CCOc1cc(/C=C/c2nc3ccccc3s2)ccc1OCC(=O)N1CCOCC1
4.2	13	i	CCc1cc(=O)oc2c(C)c(OC(C)C(=O)NCCCN3CCOCC3)ccc12 (stereo not given)
0.2	23	i	Nc1c(Cl)ncnc1N/N=C/c1ccc(O)cc1
0.0	9	i	CCOC(=O)C1(C)NC(c2ccc(OC)c(OC)c2)C2C(=O)N(CC)C(=O)C21 (stereo not given)
0.4	11	i	CCS(=O)(=O)CCSC1OC(COC(C)=O)C(OC(C)=O)C(OC(C)=O)C1OC(C)=O (stereo not given)
-1.7	40	i	Cc1cc2nc3n(c2cc1C)CC1CC(C(=O)NCc2ccccc2)N(C)C31 (stereo not given)
-1.1	-2	·	CC(C)(C)OC(=O)C[C@@H]1C/C=C\C[C@@H](CC(=O)N[C@@H](CO)Cc2ccccc2)C(=O)NCCOC1=O
-1.4	28	i	Cn1c2ccccc2c2nnc(SCC(=O)NC3CC3)nc21
-2.0	15	i	Cc1cc(Br)ccc1S(=O)(=O)NCc1ccccc1
-1.3	13	i	CCN1CCN(C(c2cccs2)C(C)NC(=O)c2cccnc2)CC1 (stereo not given)
0.6	14	i	COc1cc(NC(=S)NC(=O)c2ccc(C)cc2C)ccc1NC(=O)c1cccs1
-1.3	9	i	CCCCCCN=C1CC(C)(C)CC(=O)/C1=C(/O)CCC
0.3	8	i	COc1ccc(C(=O)NCC(=O)N/N=C/c2cccnc2)cc1OC
-0.3	19	i	CC(=O)Nc1c(O)c2cccc3c2n(c1=O)CCC3
0.1	7	i	CCCCOC(C)n1cc(F)c(=O)[nH]c1=O (stereo not given)
-0.6	6	i	CCCc1cc(=O)[nH]c(SCC(=O)N2CCN(S(=O)(=O)c3ccccc3)CC2)n1
-0.4	24	i	CC(C)Oc1ccc(C(=O)Nc2c3c(nn2-c2ccccc2)CS(=O)(=O)C3)cc1
-0.4	6	i	CCCN1CCN(CCCNC(=S)Nc2ccc(OC)cc2)CC1
0.1	68*	i	CN(C)CCCNS(=O)(=O)c1ccc(-n2nnc3ccccc32)c([N+](=O)[O-])c1
-0.1	14	i	O=Cc1c(Cl)nc2ccccn12
0.0	27	i	O=C(O)c1cc(N/N=C/c2cccc3ccccc23)ccc1Cl
0.2	17	i	COc1ccccc1-c1cc(C(=O)N/N=C\c2cnn(C)c2C)c2ccccc2n1
1.6	12	i	CCN(C(=O)CSc1nc2c(cnn2-c2ccccc2)c(=O)[nH]1)C1CCS(=O)(=O)C1 (stereo not given)
-1.2	16	i	O=C(CNc1cc(S(=O)(=O)N2CCOCC2)ccc1N1CCCC1)N1CCc2ccccc21
-1.0	10	i	O=C1CC(c2cccc(Br)c2)c2cc3c(cc2N1)CCC3 (stereo not given)
-1.0	-1	i	CCN(CC)c1ncnc2c1cnn2Cc1ccc(C)cc1
0.3	30	i	COc1ccc2[nH]c(C)c(C(=O)CN3CC(C)OC(C)C3)c2c1 (stereo not given)
-1.9	17	·	COc1ccc(NC(=O)COc2ccc(C)nc2[N+](=O)[O-])cc1S(N)(=O)=O
-1.5	10	i	COC(=O)c1ccc(COc2ccccc2[N+](=O)[O-])o1
0.2	-2	i	CCOc1ccc(/C=N/n2c(SC)nnc(C(C)(C)C)c2=O)cc1
-0.3	67*	i	CC(C)(C)NC(=O)CN(C(=O)c1csnn1)c1ccccc1-c1ccccc1
-0.3	34	i	O=C(Nc1nonc1-c1ccc(Cl)cc1)c1ccccc1
-2.7	6	i	O=C(c1cccc(Cl)c1Cl)N1CCN(c2ccccn2)CC1
0.1	8	i	Cc1cc(C)c(C(=O)N2CCCC(N3CCN(c4ccc(F)cc4)CC3)C2)o1 (stereo not given)
-1.3	6	i	COCCn1nnnc1CN1CCC(NC(=O)c2ccc(Br)cc2)CC1
-0.6	16	i	C=CCC1(CC=C)CCCN1C(=O)C1CCC(=O)N(CCc2ccc(OC)cc2)C1 (stereo not given)
1.1	1	i	Cc1cc(C)cc(NC(=S)NCc2cccn2C)c1
2.5	8	i	CS(=O)(=O)c1cccc(C(=O)Oc2ccccc2)c1
0.3	13	·	COc1ccc(S(=O)(=O)N2CCOCC2)cc1NC(=O)COc1ccc(C)cc1
0.2	14	i	O=C(NCCC1=CCCCC1)c1c(O)nc2ccccn2c1=O
-1.0	-1	i	CCN1CCN(C(=O)NC2CCCCC2)CC1
-0.1	29	i	CC(=O)NS(=O)(=O)c1ccc(NC(=O)c2ccc3c(c2)C(=O)N(CCC(C)C)C3=O)cc1
-0.4	10	i	O=C(CCc1nc2ccccc2s1)NC1CCOC1=O (stereo not given)
0.1	6	·	COC(=O)[C@H](CCSC)NC(=O)Cn1ccc(N)nc1=O
0.5	23	i	COc1ccc(-c2nc(C)ncc2N=Nc2ccccc2)cc1
-0.4	4	i	Cc1c(Br)cc(C(=O)N2CCCC2)c(C)c1C
0.4	12	i	Cc1cc(=O)c(C(=O)c2ccccc2)c(C)o1
-1.1	15	i	CCN(CC)C(=O)Cn1c(=O)n(-c2ccccc2)c(=O)c2sccc21
-1.8	1	i	CNC(=S)NNC(=O)COc1ccc(C)c(C)c1
-1.2	16	i	Cc1ccccc1-n1c(SCc2cccc(F)c2)nc2[nH]ncc2c1=O
-1.7	9	i	Cc1ccc(C(=O)Nc2ccc(N3CCN(C(=O)c4ccco4)CC3)cc2)cc1
2.9	5	i	Cc1csc(NC(=O)/C=C/c2ccc(C)o2)n1
-0.6	-4	i	O=S(=O)(NC1CC1)c1ccc(Cl)cc1
-0.4	11	i	C/C(=C(\C#N)C(=O)NCCCN1CCOCC1)N(C)C

(more compounds)
STK33 inh	OX1R FRET antag	KCNQ2 inh	structure
-1.7	12	i	COc1ccc(NC(=O)c2cn3c(nc4ccccc43)c(C#N)c2C)cc1
2.6	7	i	CCN1CCN(c2nc(Nc3cccc(C)c3)nc(N)c2[N+](=O)[O-])CC1
-1.8	-1	i	COCCSc1nnc(NC(=O)C(C)(C)C)s1
-4.0	7	i	CCn1ncc(S(=O)(=O)N2CCN(c3cccc(OC)c3)CC2)c1C
-0.3	5	·	N#CCCN(C(=O)COC(=O)CCC(=O)c1ccc(F)cc1)c1ccccc1
-0.6	2	i	Cc1ccc(-c2nnn(CC(=O)N(CC(=O)NC3CCCC3)c3cnc4ccccc4c3)n2)o1
0.4	15	i	CCOc1ccc(N=C2SC(C(=O)Nc3ccccc3C#N)C(N)=C2C(=O)Nc2ccc(Cl)cc2)cc1 (stereo not given)
-1.5	10	i	COc1ccc(CCN=CC2=C(O)CC(C)(C)CC2=O)cc1
-0.8	13	i	Cc1cc(NC(=O)CSc2nc3ccsc3c(=O)n2CCCC(=O)NCCc2ccccc2)no1
-1.4	12	i	CNCc1c(OCc2ccccc2)ccc2ccccc12
2.7	40	i	CN(C(=O)c1cc2c(=O)n3ccccc3nc2s1)C1CCCCC1
-2.9	30	i	O=C(Oc1ccc(-c2nnco2)cc1)N(c1ccccc1)c1ccccc1
0.5	26	·	CC1CN(CC(=O)N2CCc3[nH]c4ccccc4c3C2)CC(C)O1 (stereo not given)
-2.9	15	i	Cc1cccc(NCCNc2cccc(C)c2)c1
·	11	i	Cc1nc(-c2ccccc2)cc(=O)[nH]1

Gathered by group, the entries above with two or more sulfur atoms.
STK33 inh	OX1R FRET antag	KCNQ2 inh	structure
0.4	11	i	CCS(=O)(=O)CCSC1OC(COC(C)=O)C(OC(C)=O)C(OC(C)=O)C1OC(C)=O (stereo not given)
0.6	14	i	COc1cc(NC(=S)NC(=O)c2ccc(C)cc2C)ccc1NC(=O)c1cccs1
-0.6	6	i	CCCc1cc(=O)[nH]c(SCC(=O)N2CCN(S(=O)(=O)c3ccccc3)CC2)n1
1.6	12	i	CCN(C(=O)CSc1nc2c(cnn2-c2ccccc2)c(=O)[nH]1)C1CCS(=O)(=O)C1 (stereo not given)
-1.8	-1	i	COCCSc1nnc(NC(=O)C(C)(C)C)s1
-0.8	13	i	Cc1cc(NC(=O)CSc2nc3ccsc3c(=O)n2CCCC(=O)NCCc2ccccc2)no1

An excerpt from above, limited to STK33 inh and KCNQ2 inh:
molecule,STK33 inh,KCNQ2 inh
COCCSc1nnc(NC(=O)C(C)(C)C)s1,-1.8,i
COc1ccc(CCN=CC2=C(O)CC(C)(C)CC2=O)cc1,-1.5,i
O=C(Oc1ccc(-c2nnco2)cc1)N(c1ccccc1)c1ccccc1,-2.9,i
Cc1ccc(-c2nnn(CC(=O)N(CC(=O)NC3CCCC3)c3cnc4ccccc4c3)n2)o1,-0.6,i

Going on with the list:
STK33 inh	OX1R FRET antag	KCNQ2 inh	structure
-0.4	6	·	CC(OC(=O)c1c(F)cccc1F)C(=O)NCCC1=CCCCC1 (stereo not given)
-1.4	11	i	Cc1ccc(-c2cc(NC(=O)CCl)n(-c3ccccc3)n2)cc1
-0.5	5	-8.5*	COCCCN(C(=S)Nc1cc(Cl)cc(Cl)c1)C(C)c1ccccn1 (stereo not given)
-1.4	15	i	CC(=O)N1c2ccccc2Oc2cc3ccccc3cc21
-1.8	16	i	O=C(NCc1ccc2c(c1)OCO2)C(=O)NCC(c1ccco1)N1CCN(c2ccccc2)CC1 (stereo not given)
-0.4	12	·	CC1CC(=O)Nc2ccccc2N1C(=O)COc1ccc2ccccc2c1 (stereo not given)
0.4	3	i	CCCCn1c(Nc2ccccc2)nc2ccccc21
0.2	4	i	COC(=O)c1[nH]c2cc(OC)c(OC)cc2c1/C=N/Nc1ccccc1
-0.8	11	i	Cn1c(=O)c2c(-c3ccc(OC(F)F)cc3)cc(-c3ccccc3)nc2n(C)c1=O
-0.1	4	i	COc1ccc(-c2c(C)nc3c(-c4ccsc4)cnn3c2N)cc1
-0.1	16	·	C=CCSc1nc(N)c(NC(=O)c2ccco2)c(=O)[nH]1
-2.0	11	i	CCCNC(=O)NC(=O)CSc1nc2ccccc2n1CC(C)C
-0.6	18	i	CC1(C)NC(C)(C)C(O)(C(N)=O)C1=O (stereo not given)
-0.3	0	i	Cc1ccccc1NS(=O)(=O)c1nnc(NC(=O)C(C)C)s1
-3.2	11	i	Cc1ccc2nc(N3CCN(c4cccc(C)c4C)CC3)c3nnnn3c2c1
-1.2	11	i	COC(=O)C1=C(C)N(c2ccc(C)cc2)/C(=C/c2ccc(O)cc2)C1=O
-6.5	3	i	CCN(CC)C(=O)C1CCN(S(=O)(=O)c2c(C)noc2/C=C/c2cccc(C)c2)CC1
-1.8	12	i	O=[N+]([O-])c1ccc(S(=O)(=O)N2CCN=C2SCc2ccc(F)cc2)cc1
-1.0	59	i	Cc1ccc(NS(=O)(=O)c2ccc(C(=O)N3CCN(c4ccccn4)CC3)cc2)cc1
-0.9	3	i	COc1ccc(CCNC(=O)c2ccc(CN3CCOCC3)cc2)cc1
0.3	7	·	COc1c2ccoc2c(OC[C@@H](OC(C)=O)C(C)(C)O)c2oc(=O)ccc12
0.2	5	i	O=C(NN=C1CCCC1)c1ccccc1OCCOc1ccccc1
-1.5	3	i	Cc1nnc(SCC(=O)Nc2ccccc2F)n(N)c1=O
-0.3	-2	i	CCc1nnc(NC(=O)CCC(=O)Nc2ccc(C)cc2)s1
0.6	20	i	C1=C(CCNc2ncnc3c2cnn3-c2ccccc2)CCCC1
-0.1	20	i	Cc1cccc(OCCOC(=O)C2CCN(S(=O)(=O)c3ccc(C)c(C)c3)CC2)c1
-0.3	8	i	CCOC(=O)c1[nH]c(C)c(C(=O)NCCCN2CCOCC2)c1C
-1.0	7	i	COc1ccc(CNC(=O)C2CCCN(S(=O)(=O)c3c(C)n[nH]c3C)C2)cc1 (stereo not given)
0.5	13	i	CC(=O)Nc1c(C)nn(-c2ccc(C)c(C)c2)c1C
-3.1	4	i	COc1cccc(C(=O)N/N=C2/SCC(=O)N2CCc2ccc(OC)c(OC)c2)c1

An excerpt of these results, with two lines to a compound:
Values run as follows: STK33 inh | OX1R FRET antag | KCNQ2 inh
- COc1ccc(CCNC(=O)c2ccc(CN3CCOCC3)cc2)cc1
 : -0.9 | 3 | i
- COc1c2ccoc2c(OC[C@@H](OC(C)=O)C(C)(C)O)c2oc(=O)ccc12
 : 0.3 | 7 | ·

Carrying on.
STK33 inh	OX1R FRET antag	KCNQ2 inh	structure
-2.7	3	i	Cc1ccc(S(=O)(=O)NCCCN2CCOCC2)cc1C
-2.0	-6	i	CSc1ccccc1NC(=O)CCn1c(=O)sc2ccccc21
-0.6	13	i	CCOc1cc(C)c(S(=O)(=O)Nc2ccc3cn[nH]c3c2)cc1C
0.1	0	i	CC(NC(=O)CN1CCN(S(=O)(=O)c2ccc(Br)cc2)CC1)c1ccccc1 (stereo not given)
0.1	5	·	COc1cc(/C=C/C(=O)OCC(=O)NC(C)c2ccccc2)cc(OC)c1OC (stereo not given)
1.0	12	i	Cc1cccc(C(=O)NCC(=O)OCCOc2ccccc2Cl)c1
·	16	i	O=C(O)CCCn1cc(NC(=O)c2sc3ccccc3c2Cl)cn1
0.2	21	i	CCOc1ccccc1CN1C(=O)c2ccccc2C1C(=O)NCC1CCCO1 (stereo not given)
-0.1	4	i	O=c1cc(N2CCN(Cc3ccccc3)CC2)[nH]c(=O)n1-c1ccc(Br)cc1
13	20	i	COc1cccc(C2C(C(=O)c3cc4ccccc4o3)=C(O)C(=O)N2CCN2CCOCC2)c1 (stereo not given)
-0.8	3	i	CCN(CC)CCN(C(=O)c1ccc2c(c1)OCCO2)c1nc2ccc(C)cc2s1
